# PPC-1+TRAIL kill: kills PPC-1 cancer cells in the presence of TRAIL; PPC-1 cells + TRAIL, ATPLite viability luminescence; cell killing (% activity), % at 4 µM; hit rate 0.41% among 220,000; AID 1443;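 active = cell killing above 50% in the first pass at 4 µM, then a duplicate retest at 5 µM averaging 50% or more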;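 also: plate controls were cells with TRAIL plus DMSO for no effect and medium-only wells lacking cells for full effect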
# FXIa inh: factor XIa (human) inhibition; P03951; purified FXIa, Boc-Glu-Ala-Arg-AMC fluorogenic substrate; inhibition, % at 5 µM; hit rate 0.14% among 220,000; AID 798;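 active = inhibition of at least 40%; inactive = inhibition below 40%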;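 also: fluorescence of freed AMC excited at 355 nm; 0% = enzyme without compound and 100% = no enzyme blank; many of its hits are not listed in these tables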
# CHOP inh: inhibitors of CHOP induction in ER stress response. inhibition, % at 10 µM. CHO-K1 CHOP-promoter luciferase, tunicamycin-induced, 15-18 h. hit rate 3.8% among 220,000;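 active = compounds that reduced the stress-induced luciferase reporter signal by more than about 70% of percent inhibition, limit read from the data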;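 also: 0% = tunicamycin plus vehicle and 100% = wells without tunicamycin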
# Tb hexokinase: T. brucei hexokinase 1 inhibition | recombinant TbHK1, G6PDH-coupled NADH A340 | inhibition, % at 10 µM | hit rate 0.11% among 220,000;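 active = inhibition of 50% or more in the single-dose primary screen; inactive = inhibition below 50%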
# FXIIa inh 1536: inhibitors of human coagulation factor XIIa; hit rate 0.3% among 220,000; inhibition, % at 5 µM; P00748; purified FXIIa, Boc-QGR-AMC fluorogenic substrate, 2 h; in the data active = inhibition above about 40%;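 also: 0% = enzyme with no compound and 100% = blank without enzyme; many of its hits are not listed in these tables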
# PGE2 EP2 inh: inhibitors of human EP2 prostaglandin E2 receptor. C6 glioma cells expressing human EP2, cAMP TR-FRET; cells stimulated with saturating PGE2. inhibition, % at 25 µM. hit rate 0.52% among 260,000. AID 1422;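 active = percent inhibition above 40 after rounding to a whole number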;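 also: rat C6 glioma host cells with rolipram phosphodiesterase inhibitor present; the protocol text gives 20 µM as final concentration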
# Target sequence (P43116 whole entry, looked up): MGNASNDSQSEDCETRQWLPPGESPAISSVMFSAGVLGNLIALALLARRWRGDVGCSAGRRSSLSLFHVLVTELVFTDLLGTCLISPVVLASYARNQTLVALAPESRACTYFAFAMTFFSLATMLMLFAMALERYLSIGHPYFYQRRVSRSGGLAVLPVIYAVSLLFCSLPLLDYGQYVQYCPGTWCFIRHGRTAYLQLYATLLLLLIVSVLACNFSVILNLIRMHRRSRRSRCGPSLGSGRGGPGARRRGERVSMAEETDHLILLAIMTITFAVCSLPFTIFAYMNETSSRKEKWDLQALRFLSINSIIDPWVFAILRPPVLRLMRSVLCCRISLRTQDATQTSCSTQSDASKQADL
# Wee1 stabilizer: human Wee1 degradation inhibition, primary screen. P30291. HeLa Luc-Wee1K328M stability, luciferase luminescence; 100% = proteasome inhibitor MG132 effect. reporter increase, % at 5 µM. hit rate 1.2% among 220,000. AID 1321;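 active = activation above the mean of all tested compounds plus 3 SD, set per screening run, cut at about 8.8% in these data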;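 also: cells exposed to compound for 20 h before luminescence read; 0% = DMSO alone and 100% = MG132 at 30 µM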
# Target sequence (P30291 whole entry K328M): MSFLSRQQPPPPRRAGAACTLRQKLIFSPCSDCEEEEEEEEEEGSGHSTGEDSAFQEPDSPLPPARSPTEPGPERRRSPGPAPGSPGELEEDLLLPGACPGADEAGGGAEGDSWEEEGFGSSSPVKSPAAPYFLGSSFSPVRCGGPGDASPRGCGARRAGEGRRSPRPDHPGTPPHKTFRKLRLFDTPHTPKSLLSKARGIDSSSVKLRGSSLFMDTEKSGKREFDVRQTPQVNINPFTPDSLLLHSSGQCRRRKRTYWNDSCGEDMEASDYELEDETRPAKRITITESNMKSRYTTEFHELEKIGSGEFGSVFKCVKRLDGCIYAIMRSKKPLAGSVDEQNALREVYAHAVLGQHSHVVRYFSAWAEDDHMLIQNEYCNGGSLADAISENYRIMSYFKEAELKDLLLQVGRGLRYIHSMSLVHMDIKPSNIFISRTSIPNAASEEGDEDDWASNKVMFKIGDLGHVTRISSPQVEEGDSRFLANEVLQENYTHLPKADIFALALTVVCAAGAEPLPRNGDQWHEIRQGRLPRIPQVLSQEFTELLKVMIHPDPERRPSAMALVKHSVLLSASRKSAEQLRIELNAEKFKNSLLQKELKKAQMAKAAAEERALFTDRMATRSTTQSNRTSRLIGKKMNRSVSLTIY
# L929 necroptosis: blocks zVAD induced death of L929 cells; L929 zVAD necroptosis rescue, ATP luminescence, 24 h; with zVAD 60 µM; viability rescue, % at 10 µM; AID 1377; hit rate 0.38% among 220,000;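 active = activation, scaled between plate controls, above about 75%, limit read from the data; inactive = activation under that limit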;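 also: 0% = zVAD with DMSO and 100% = DMSO alone without zVAD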
# TNF necrop inh: blocks TNF-alpha induced death of Jurkat FADD-/- cells | activation (protection from cell death), % at 10 µM | AID 463075 | Jurkat FADD-/- TNF necroptosis rescue, ATP luminescence, 24 h; 0 = TNF only, 100 = no-TNF cells | hit rate 0.068% among 220,000;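 active = activation, meaning protection from cell death, of at least 50% relative to plate controls; inactive = activation below 50%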;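 also: necroptosis triggered by 40 ng/mL TNF-alpha added together with compound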
# * marks the source's active call; other numbers are inactive results; · = not tested or not shown; & = joins results of further samples; [ ] = dose if it differs, or a comment. Some of the compounds tested, so the mix of outcomes need not match the whole.
SMILES,PPC-1+TRAIL kill,FXIa inh,CHOP inh,Tb hexokinase,FXIIa inh 1536,PGE2 EP2 inh,Wee1 stabilizer,L929 necroptosis,TNF necrop inh
CCCCC(=O)NC(c1cccc([N+](=O)[O-])c1)c1c(OC(C)=O)ccc2ccccc12 (stereo not given),22,-2,34,-3,6,14,4,-0.1,-0.9
CCn1nc(NC(=O)c2ccccn2)c2cc3cc(C)ccc3nc21,2,0,23,-7,1,15,1,0.2,-6.6
CC/C(C)=N\NC(=O)CNC(=O)c1ccc(Cl)cc1Cl,7,-2,3,-2,2,5,0,-0.6,1.3
CCCS(=O)(=O)Nc1c(C(=O)O)[nH]c2ccccc12,28,1,-37,8,8,3,2,0.1,-1.3
O=C(Cn1nnc(-c2ccc3c(c2)OCO3)n1)N1CCOCC1,32,-4,-1,6,7,8,0,-0.4,0.3
O=C(C1CCN(S(=O)(=O)c2cccs2)CC1)N1CCc2ccccc2C1,1,-1,0,12,11,8,0,0.7,-1.4
Cc1cccc(-n2nc3c(c2NC(=O)c2ccco2)CSC3)c1C,-7,-7,33,5,6,7,-2,0.0,-0.4
O=C(N/C(=C/c1cn(-c2ccccc2)nc1-c1ccccc1)C(=O)N1CCOCC1)c1ccccc1,9,-9,9,-2,-2,3,4,-0.4,-2.8
CC1=CC(=O)OC1Cc1ccncc1 (stereo not given),14,3,2,9,19,12,-1,1.5,-1.7
CC(C)N1CCN(Cc2cccn2-c2cccnc2)CC1CCO (stereo not given),·,-3,33,0,16,16,9.6*,2.0,1.1
COCCCNC(=S)N1CCN(C(=O)C(=O)Nc2ccc(C(=O)OC)cc2)CC1,2,1,19,30,10,33&3,0,1.8,1.7
CCc1sc(N(C(=O)Cc2ccccc2)c2ccccc2)nc1-c1ccccc1,11,8,35,-1,20,18,-2,-1.0,0.2
O=C(CSc1ccccc1)Nc1ccccc1C(=O)N1CCCC1,-4,-4,-10,-3,8,3,4,3.3,-0.6
CCNC(=O)COc1ccc(S(=O)(=O)Nc2ccccc2)cc1,15,-20,6,0,-13,7,1,-0.3,-1.2
O=c1[nH]c(=S)c2ncn(-c3ccccc3)c2[nH]1,10,9,-17,-81,18,6,2,1.0,-1.1
CCc1nc(SCc2cccnc2)c2c(=O)n(C)c(=O)n(C)c2n1,28,0,38,-9,5,6,0,-0.6,-3.0
COc1ccc(C2=NN(C(=O)CSC3=NN4CCCC(=O)N=C4S3)C(c3cccc(OC)c3OC)C2)cc1 (stereo not given),7,18,0,-6,10,10,3,-0.3,0.1
Cc1ccc(C)c(CS(=O)(=O)c2cn(CC(=O)N3CCCCC3)c3ccccc23)c1,18,7,11,-4,15,7,1,-0.5,1.4
COc1ccc(/C=C/C(=O)N2c3ccccc3Sc3ccc(C(F)(F)F)cc32)cc1,17,-7,31,-17,3,5,1,0.5,1.1
CC1(C)CC(=O)C2=C(C1)N(Cc1ccccc1)C(=O)C2(O)C(F)(F)F (stereo not given),24,-5,34,-1,3,3,-4,0.0,-0.9
CC(C)c1nnc(NC(=O)CCC(=O)NCC2CCCO2)s1 (stereo not given),35,0,67,8,13,17,-1,-0.2,-0.8
CC(C)(C)C(=O)c1cn(CC(=O)NCc2ccc3c(c2)OCO3)c2ccccc12,4,-2,-20,3,10,10&6,1,0.2,-2.9
COc1ccc(/C=N/NC(=O)c2ccncc2)cc1Cn1nc([N+](=O)[O-])c(Br)c1C,10,-5,-1,-12,3,4,2,1.7,3.7
COc1ccc(Cl)cc1NC(=O)CSc1nnc(CNC(=O)c2ccco2)o1,-4,-8,10,3,-3,7,0,3.5,-0.3
O=C(O)c1ccc(S(=O)(=O)Cc2ccccc2)cc1,-6,6,-16,-5,15,6,3,-0.1,-2.0

# The list continues:
SMILES,PPC-1+TRAIL kill,FXIa inh,CHOP inh,Tb hexokinase,FXIIa inh 1536,PGE2 EP2 inh,Wee1 stabilizer,L929 necroptosis,TNF necrop inh
Cc1nnc(C)c2c(C)n(C(c3ccccc3)c3ccccc3)c(C)c12,18,-5,15,-1,-8,1,0,-0.3,1.0
COCC(C)n1c(C)cc(C(=O)COC(=O)c2oc3ccccc3c2C)c1C (stereo not given),20,1,20,1,10,12,0,0.3,-6.8
Cc1ccc2[nH]c3c(N4CCCCCC4)ncnc3c2c1,20,22,67,-16,34,·,-1,6.6,-10
CN(C)c1ccc(/C=C/C(=O)c2ccccc2)cc1[N+](=O)[O-],14,25,-22,8,27,7,7,0.3,0.8
O=C(CCC1CCCCC1)Nc1ccccc1-c1ccccc1,2,8,60,7,23,5,3,-0.1,-2.2
COc1ccccc1/C=C/C1=NC(=C\N(C)C)/C(=O)O1,-10,5,10,-45,12,13,-1,0.4,-0.3
Cc1cccc(C(=O)NC(C(=O)Nc2ccccc2N2CCOCC2)C(C)C)c1 (stereo not given),-3,1,-11,-4,11,2,0,0.7,0.0
O=C(/C=C/c1ccccc1)N/C(=C\c1ccco1)C(=O)O,-3,1,-11,-18,13,4,8,-0.6,-0.1
CCC(C)(C)C(=O)Nc1cccc(Cl)c1C,1,-9,-7,3,0,8,6,1.1,2.6
Cc1nc2cc(NC(=O)NCc3ccco3)ccc2o1,7,-13,-11,1,3,14,-2,0.1,-0.7
O=C(COc1ccccc1)Nc1ccc(S(=O)(=O)N2CCCCCC2)cc1,29,-2,32,6,8,5,1,0.9,0.8
O=C(c1cccc(Cl)c1)N1CCN(c2ccccn2)CC1,9,6,-4,-1,15,11,-1,0.0,-1.1
CCOC(=O)Cc1csc(NC(=O)CCCCCN2C(=O)c3cccc4cccc(c34)C2=O)n1,·,·,·,-7,·,4,0,0.1,-3.9
Cc1ccc(NC(=O)CN(C)S(=O)(=O)c2cccc3cccnc23)c(C)c1,11,-1,14,-20,8,6,-3,-0.5,-3.1
Cc1cc(C(=O)COC(=O)c2cc(Cl)ccc2N)c(C)n1Cc1ccco1,8,6,37,20,8,10,5,0.7,-0.4
Cc1ccc2c(Cl)c(C(=O)Nc3nn[nH]n3)sc2c1,22,-3,11,0,3,8,-1,1.4,1.3
COc1cc(N=C2C(=O)N3c4c(cccc42)C(C)=CC3(C)C)cc(OC)c1,7,7,34,2,10,10,4,0.5,-0.2
O=C(NC1CCCCCCC1)C1CCN(S(=O)(=O)N2CCCC2)CC1,11,-4,13,2,1,10,-1,7.9,2.8
CC(C)(C)C1CCc2c(sc(NC(=O)CSc3nnc(-c4ccccc4)o3)c2C#N)C1 (stereo not given),6,5,41,-2,7,5,-3,·,1.0
CCN1C(=O)/C(=C\N(C)C)S/C1=N\S(=O)(=O)c1ccccc1,7,0,19,-19,7,-1,4,1.1,-0.5
CCOc1cc(NC(=S)NCC2CCCO2)c(OCC)cc1NC(=O)C1CC1 (stereo not given),-4,-1,13,5,5,6,-1,11,-0.5
COc1ccc(CN2C(=O)CC(C(=O)NCCc3ccc(S(N)(=O)=O)cc3)SC2=Nc2ccccc2)cc1 (stereo not given),4,-4,10,-20,8,2,0,0.7,-0.3
COc1cccc(NC(=O)c2ccccc2C(F)(F)F)c1,-4,-2,-7,7,7,3,-1,0.0,-1.5
CCCS(=O)(=O)N1CCN(C(=O)c2ccccc2F)CC1,32,4,6,3,2,6,-2,0.0,-0.8
COc1ccc(CN2CCNC(=O)C2CC(=O)N2CCCCO2)cc1OC (stereo not given),17,-4,28,-9,5,0,-1,0.0,0.2

# Four entries out of the list, ordered by length of the SMILES, ascending:
SMILES,PPC-1+TRAIL kill,FXIa inh,CHOP inh,Tb hexokinase,FXIIa inh 1536,PGE2 EP2 inh,Wee1 stabilizer,L929 necroptosis,TNF necrop inh
CC/C(C)=N\NC(=O)CNC(=O)c1ccc(Cl)cc1Cl,7,-2,3,-2,2,5,0,-0.6,1.3
CCNC(=O)COc1ccc(S(=O)(=O)Nc2ccccc2)cc1,15,-20,6,0,-13,7,1,-0.3,-1.2
O=C(COc1ccccc1)Nc1ccc(S(=O)(=O)N2CCCCCC2)cc1,29,-2,32,6,8,5,1,0.9,0.8
CCCCC(=O)NC(c1cccc([N+](=O)[O-])c1)c1c(OC(C)=O)ccc2ccccc12 (stereo not given),22,-2,34,-3,6,14,4,-0.1,-0.9

# (listing goes on)
SMILES,PPC-1+TRAIL kill,FXIa inh,CHOP inh,Tb hexokinase,FXIIa inh 1536,PGE2 EP2 inh,Wee1 stabilizer,L929 necroptosis,TNF necrop inh
N#Cc1c(N)n[nH]c1-c1cc2c([nH]1)CCCC2,36,-1,38,1,2,13&12,0,88*,11
CCn1nc(C)cc1C(=O)N1CCCC(C(=O)c2ccc3ccccc3c2)C1 (stereo not given),-8,-3,15,2,2,3,1,0.1,0.0
CCn1c(C(C)NC(=O)c2cccs2)n[nH]c1=S (stereo not given),12,0,-1,-2,7,11,-3,1.5,2.1
COc1ccc(OC)c(Nc2nc(NCCC(C)C)nc(N)c2[N+](=O)[O-])c1,-3,-2,-25,-12,7,8,-2,6.1,3.9
Cc1c(C(=O)NCCSCc2ccco2)cccc1[N+](=O)[O-],18,-2,8,30,4,9,0,0.7,0.4
Cc1ccccc1COC(=O)c1nn(-c2ccccc2)nc1N,-7,-6,61,5,1,3,-3,0.3,0.3
Cc1ccccc1Nc1nc2nonc2nc1N1CCOCC1,12,11,0,5,14,8,4,0.9,0.2
O=C(Nc1ccccc1Cc1ccccc1)c1ccc2c(c1)SC1=NS(=O)(=O)CCN12,20,5,14,1,13,4,1,0.3,-0.1
CCn1c(SCC(=O)Nc2nccs2)nnc1-c1ccco1,5,-4,-2,1,4,5,-2,5.3,3.4
CSc1ncc(Cl)c(C(=O)Nc2sc3c(c2C(=O)NCc2ccco2)CCCC3)n1,10,-6,44,4,11,-2,-2,0.3,0.7
CCCc1ccc(OCc2nc(-c3ccc(NC(=O)c4ccco4)cc3)no2)cc1,3,3,19,-2,14,17,1,68,-0.6
CCOC(=O)c1c(C)c(-c2ccccc2)n(CC(=O)N2CCN(C)CC2)c1C,14,5,-14,-7,11,8,0,0.6,0.3
O=c1cc(CSc2nnc(-c3cccs3)n2Cc2ccccc2)nc2sc3ccccc3n12,12,3,·,-17,8,9,0,-0.9,-8.2
CN1CCc2c(c3ccccc3n2C)C1,-1,1,11,-3,5,11,0,-0.2,-0.3
COc1ccc(C(=O)Nc2ccc(C)cn2)c(OC)c1,88*[5 µM],-4,49,2,-6,4,-4,0.9,-1.6
O=C(Nc1ccc(Br)cc1)C1CCCN1S(=O)(=O)c1cccs1 (stereo not given),-17,-5,-35,-13,-4,9,3,-0.1,-3.5
O=S(=O)(NCc1ccc(Cl)cc1)c1cccc2cccnc12,-18,-1,24,0,3,5,4,0.2,5.0
C=CCN1C(c2ccc(OCC)cc2)=CS/C1=C(\C#N)c1nnc2n1CCCCC2,29,-7,11,-27,19,13,-1,-1.3,-7.0
O=C(Nc1cccc2ccccc12)NC1CCS(=O)(=O)C1 (stereo not given),9,2,5,2,5,6,0,-0.9,0.7
O=C(O)CP(=O)(c1ccccc1)c1ccccc1,2,2,4,-7,18,12,-1,1.2,-0.3
CSc1nc2oc3c(c2c2nncn12)CC(C)(C)SC3,-3,3,-15,9,14,11,1,-0.2,-0.7
S=C(Nc1ccc2nccnc2c1)N1CCOCC1,-5,-7,4,-16,9,9,4,38,0.2
Cc1nnc(NC(=O)c2ccc(S(=O)(=O)C(F)F)cc2)s1,26,7,-6,-17,6,4,2,0.0,1.1
O=C(NCCc1ccc2c(c1)OCCO2)c1ccc(F)cc1,-2,6,7,1,17,5,4,0.3,0.9
CC(OCC(O)CNCC1COc2ccccc2O1)c1ccc(Cl)cc1 (stereo not given),5,-2,49,3,3,3,-2,-0.2,3.9
COc1cc2[nH]c(=O)n(CCC(=O)NCc3cccnc3)c(=O)c2cc1OC,-11,2,-15,-8,11,4,-1,2.6,1.2
